HBB splicing: alters splicing of the hemoglobin beta chain; HBB splicing reporter cell assay, activation; EGFP reporter with mutant IVS2-654 intron; response scale: normalised to 500 nM splice-correcting PNA; Potency, µM (doses to about 46.1 µM), without a hit: at the top dose activation, usual class: activators; hit rate 0.06% among 65,000; AID 925; also: potency is read from the fitted curve at half-maximal effect; 0% is about no effect
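Compounds were applied for 2 days to HeLa EGFP-654 cells, 500/well in Optimem with 2% FCS. The reporter's EGFP is disrupted by mis-splicing of beta-globin intron IVS2-654. Readout: summed well GFP fluorescence from 488 nm laser scanning; reference was 500 nM antisense […] 654 PNA.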
CRE Fsk mod: modulators of forskolin-stimulated CRE signaling in CHO cells. AID 662. hit rate 2.5% among 71,000. Potency, µM (series often up to 38.2 µM), inactives show at the top dose activity change, negative = inhibition, hits mostly activators. CHO CRE-bla reporter (cAMP response element driving beta-lactamase), forskolin EC10, beta-lactamase ratio; active = well fitted activation curve with a large enough effect in the signal ratio, with a control signal flat, not every such curve was filed as active; inconclusive = small, poorly fitted or top-dose-only effect, or effect the other way, or a change in a side signal; the % refers to the signal ratio; also: potency is read from the fitted curve at half-maximal effect; % of control where 0% means no effect
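CHO CRE-bla cells, overnight plating in Opti-MEM with 0.5% dialyzed FBS; cpd titration + EC10 NKH 477, 3 h 37 °C; CCF4 2 h RT; ex 405/em 460 vs 530 ratio → %Activity, AC50.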
BRCT inh green: inhibitors of human BRCA1 BRCT-phosphoprotein interaction (green fluorophore). Potency, µM (highest dose often 76.9 µM), for the others: top-dose activity change, negative = inhibition, hits mostly inhibitors. hit rate 0.05% among 75,000. P38398. BRCA1 BRCT-phosphopeptide binding, green fluorescence polarization;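 also: potency is read from the fitted curve at half-maximal effect; plate controls were peptide without protein for full effect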
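Compounds were incubated for 12 min at room temperature with a complex of 100 nM fluorescein-tagged pBACH1 decapeptide and 250 nM His-tagged BRCT protein. Buffer was phosphate pH 7.3 with EDTA, DTT and Tween 20. Disruption of binding lowers the polarization signal.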
Hsp90 Hop PPI: changes Hsp90-Hop TPR2A binding signal, up or down; hit rate 0.44% among 71,000; Potency, µM (series often up to 57 µM), for inactives: at the highest dose activity change, negative = inhibition; AID 595; AlphaScreen TPR2A-His6 binding biotin-Hsp90 C-terminal peptide; active = well fitted curve in either direction with a large enough effect; inconclusive = small, poorly fitted or top-dose-only effect, or another doubt; also: potency is read from the fitted curve at half-maximal effect; % is scaled to controls: 0 for no effect and ±100 for the full control effect; many of its hits are not listed in these tables
HADH2 inhib: HADH2 (human) dehydrogenase inhibition; recombinant HADH2, NADH fluorescence, beta-hydroxybutyryl-CoA; hit rate 3.4% among 73,000; Potency, µM (series often up to 57.1 µM), without a hit: at the top dose activity change, negative = inhibition, hits mostly inhibitors; also: potency is read from the fitted curve at half-maximal effect; % is scaled to controls: 0 for no effect and ±100 for the full control effect; nearly all actives have a fitted effect of over 60% in size; many of its hits are not listed in these tables
Target sequence (Q99714 whole entry, looked up, one chain of several): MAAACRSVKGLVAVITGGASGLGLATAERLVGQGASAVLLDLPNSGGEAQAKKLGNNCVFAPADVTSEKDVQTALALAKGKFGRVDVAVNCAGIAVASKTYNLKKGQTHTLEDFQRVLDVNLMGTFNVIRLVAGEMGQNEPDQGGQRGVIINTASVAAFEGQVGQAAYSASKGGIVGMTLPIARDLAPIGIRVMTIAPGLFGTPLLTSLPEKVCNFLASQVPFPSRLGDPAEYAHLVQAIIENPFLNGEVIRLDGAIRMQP
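E. coli-expressed His-tagged HADH2 tested at 20 nM in alkaline Tris buffer (pH 9.0); oxidation of 90 uM beta-hydroxybutyryl-CoA with 1 mM NAD+ tracked fluorimetrically for 4 min.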
15-hLO inh: blocks human 15-lipoxygenase activity; P16050; AID 887; hit rate 1.4% among 74,000; Potency, µM (highest dose often 57.1 µM), inactives show at the highest dose activity change, negative = inhibition, hits mostly inhibitors; purified 15hLO-1, xylenol orange hydroperoxide absorbance; also: potency is read from the fitted curve at half-maximal effect; % is scaled to controls: 0 for no effect and ±100 for the full control effect; nearly all actives have a fitted effect of over 55% in size
Target sequence (P16050 whole entry, looked up): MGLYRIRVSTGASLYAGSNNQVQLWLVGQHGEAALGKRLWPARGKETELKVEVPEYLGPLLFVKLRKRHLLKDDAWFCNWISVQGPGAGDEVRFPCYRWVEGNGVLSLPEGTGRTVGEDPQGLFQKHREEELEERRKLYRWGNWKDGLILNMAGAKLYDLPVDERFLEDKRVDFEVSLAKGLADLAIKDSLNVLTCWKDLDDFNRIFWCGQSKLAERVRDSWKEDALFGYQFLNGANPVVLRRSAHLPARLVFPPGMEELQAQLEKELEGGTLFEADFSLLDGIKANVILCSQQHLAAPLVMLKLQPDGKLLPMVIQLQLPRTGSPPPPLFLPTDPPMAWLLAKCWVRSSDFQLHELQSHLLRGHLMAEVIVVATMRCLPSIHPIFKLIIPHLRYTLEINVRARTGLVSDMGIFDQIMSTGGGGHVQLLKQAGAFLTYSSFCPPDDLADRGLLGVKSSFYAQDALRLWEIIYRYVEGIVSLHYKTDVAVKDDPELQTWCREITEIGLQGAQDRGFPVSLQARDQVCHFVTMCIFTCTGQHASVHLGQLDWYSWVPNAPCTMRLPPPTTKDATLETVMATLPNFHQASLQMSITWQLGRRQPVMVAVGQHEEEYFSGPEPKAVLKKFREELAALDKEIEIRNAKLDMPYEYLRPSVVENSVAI
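Compounds were preincubated 15 min at room temperature with 40 nM purified human enzyme (25 mM Hepes pH 7.5, 0.01% Triton X-100); 50 uM arachidonic acid reacted 6 min. Fe-xylenol orange detection, 30 min, absorbance ratio 573/405 nm.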
GFP derepression: epigenetic modulators derepressing GFP locus in mouse cells | mouse C127i GFP locus derepression, cytometry, 30 h | Potency, µM (highest dose often 46.1 µM), for inactives: at the top dose GFP derepression (activation) | hit rate 0.09% among 68,000 | AID 597; also: % of control where 0% means no effect
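Read-out is the number of GFP-positive cells, scored as fluorescent objects 20 to 120 um wide, reflecting derepression of a silenced CMV-GFP reporter in murine C127i cells after 30 h compound exposure at 37 C.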
USP2a inh: blocks human ubiquitin-specific protease USP2a. O75604. USP2a enzymatic assay, qHTS inhibition. Potency, µM (top dose mostly 38.3 µM), for the others: top-dose activity change, negative = inhibition, hits mostly inhibitors. hit rate 0.1% among 60,000;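 also: potency is read from the fitted curve at half-maximal effect; nearly all actives have a fitted effect of over 60% in size; plate controls were DMSO for no effect and NEM full inhibition control for full effect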
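USP2 core (20 nM final) was preincubated with compound for 30 min at RT in 20 mM Tris-HCl pH 8.0, 2 mM CaCl2, 2 mM beta-mercaptoethanol; Ub-PLA2 (20 nM) plus NBD C6-HPC (20 uM) then added, fluorescence read after 2.5 h.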
BRCT PPI red: disrupts BRCA1 BRCT binding to phosphoprotein, red fluorophore readout; BRCT-phosphopeptide binding, red fluorescence polarization; P38398; Potency, µM (top dose mostly 76.9 µM), for the others: top-dose activity change, negative = inhibition, actives largely listed as inhibitors; hit rate 0.03% among 75,000; also: % is scaled to controls: 0 for no effect and ±100 for the full control effect
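Fluorescence polarization: 100 nM His-tagged BRCA1 BRCT with 100 nM TAMRA-labelled phospho-BACH1 decapeptide, phosphate buffer pH 7.3 with 150 mM NaCl, DTT, 0.01% Tween 20; 12 min RT. Binding inhibition seen as FP decrease.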
UbGFP stabilizer: ubiquitin-GFP accumulation via proteasome inhibition; Potency, µM (series often up to 45.9 µM), inactives show at the top dose activation (GFP accumulation), hits mostly activators; Ubiquitin-GFP reporter cells, proteasome inhibition, GFP fluorescence; response scale: untreated = 0%, 10 µM MG-132 = 100%; 67,000 tested, under 10 active; active = well fitted activation curve with a large enough effect, not every such curve was filed as active; inconclusive = small, poorly fitted or top-dose-only effect, or another doubt; inactive = no such curve, though single readings can be large or run the other way; also: potency is read from the fitted curve at half-maximal effect
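Proteasome blockade was scored as a rise in GFP-expressing U2OS cells carrying a ubiquitin(G76V)-GFP construct, imaged after 4 hr compound treatment at 37 °C across a 46 uM–2.9 nM series.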
Pol III holo inh: DNA polymerase III holoenzyme inhibition; hit rate 0.25% among 71,000; reconstituted DNA polymerase III holoenzyme replication, biochemical; Potency, µM (doses to about 57.1 µM), inactives show at the top dose activity change, negative = inhibition; AID 603; also: potency is read from the fitted curve at half-maximal effect; % is scaled to controls: 0 for no effect and ±100 for the full control effect
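Reconstituted *E. coli* holoenzyme (0.35 nM Pol III, 1 nM beta, 154 nM SSB, 2 nM primase) was preincubated with compound for 15 min at RT. Synthesis on 1.4 nM ssM13Gori ran 35 min, then was stopped with PicoGreen/EDTA and read as dsDNA fluorescence.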
Starred values were filed as active, the others as inactive; ? = inconclusive; . = no result given; [ ] = remark or other dose. Unless noted, calls follow the shape of the dose curve; as a rule, active = well fitted curve in the direction sought with a large enough effect; inconclusive = small, poorly fitted or top-dose-only effect, or another doubt; inactive = no such curve, though single readings can be large; an effect the other way counts as inactive or inconclusive. Not all compounds are listed; rates above refer to the full screens.

#1 CC(Oc1ccccc1Br)C(=O)N1CCc2ccccc21 (configuration not stated)
#2 Cc1cc(C)n(-c2ccc(C(=O)Nc3ccccn3)cc2)n1
#3 Cc1ccc2cc(-c3noc(C4CCCCC4)n3)c(=O)[nH]c2c1
#4 CCSc1nnc(-c2cccs2)o1
#5 CCOC(=O)C1(C)NC(c2ccc(OC)c(OC)c2)C2C(=O)N(CC)C(=O)C21 (configuration not stated)
#6 COc1ccc(COCC(O)CN2CCOCC2)cc1OC (configuration not stated)
#7 Cc1ccc(-n2nc(-c3ccco3)cc2C(=O)NCc2cccnc2)cc1
#8 CN(C)CCNC(=O)c1ccc(CS(=O)(=O)c2ccc(Br)cc2)o1

Compound	1	2	3	4	5	6	7	8
HBB splicing	-1.6%	0.2%[0.369 µM]	-0.3%	-0.3%[57.5 µM]	.	-0.3%	-0.4%[57.5 µM]	-0.1%
CRE Fsk mod	3%	10%	2%	-4%	3%	2%	-11%	-6%
BRCT inh green	-1.1%	-0.6%	-0.4%	-6.7%	-0.6%	-0.8%	1.8%	-1.0%
Hsp90 Hop PPI	15%	-2%	3%	3%	-9%	-2%	-11%	1%
HADH2 inhib	3%	-9%	3%	5%	3%	-5%	?	-1%
15-hLO inh	-12%	-7%	6%	15%	14%	-5%	-20%	-2%
GFP derepression	4%	-2%	.	-1%	-3%	2%	?	0%
USP2a inh	6%	4%	.	7%	6%	-2%	32%[activator]	.
BRCT PPI red	-1.0%	0.2%	-1.4%	-0.5%	-1.6%	-0.5%	-1.8%	-0.7%
UbGFP stabilizer	2%	.	-3%	-4%	0%	13%	0%	12%
Pol III holo inh	4%	-5%	-3%	-7%	1%	-4%	-2%	-5%

#9 CC(NC(=O)c1ccc(F)cc1)C(c1cccs1)N1CCN(C)CC1 (configuration not stated)
#10 Cc1noc(C)c1-c1ccc2ncnc(N3CCOCC3)c2c1
#11 COc1ccc(-c2nc(NC(=O)CSc3nnc(C)s3)ns2)cc1
#12 COc1ccccc1CNC(=O)CN(C)CC(=O)Nc1cccc(F)c1
#13 CCOCCCNC(=O)C(c1ccc(C)cc1)N(Cc1ccc2c(c1)OCO2)C(=O)CNC(C)=O (configuration not stated)
#14 Cn1c(=O)c2c(SCC(=O)N3CCCc4ccccc43)nc(C3CC3)nc2n(C)c1=O
#15 COc1nc2c(s1)C(=O)NCCC2
#16 COc1ccc2[nH]c(=O)c(CN(CCO)C(=O)c3ccccc3F)cc2c1

Compound	9	10	11	12	13	14	15	16
HBB splicing	3.0%[0.369 µM]	-1.1%	-2.8%	-0.4%[57.5 µM]	0.2%	0.0%	-0.5%	-1.7%
CRE Fsk mod	?	?	?	?	-8%	?	1%	?
BRCT inh green	-0.6%	1.2%	8.6%	-1.1%	-2.8%	1.6%	-0.3%	-0.1%
Hsp90 Hop PPI	1%	-1%	-3%	-3%	0%	-1%	1%	0%
HADH2 inhib	-4%	1%	40µM*	-1%	6%	3%	1%	-11%
15-hLO inh	-5%	8%	-13%	6%	0%	2%	7%	-8%
GFP derepression	0%	2%[9.22 µM]	4%	-3%	0%	.	0%	-1%
USP2a inh	4%	11%	23%	4%	4%	.	1%	0%
BRCT PPI red	-0.3%	-3.4%	-1.1%	-4.8%	-1.3%	1.9%	0.6%	-0.3%
UbGFP stabilizer	.	2%	-10%	-1%	-12%	-14%	1%	-3%
Pol III holo inh	-3%	1%	-5%	-3%	-4%	0%	-7%	1%

#17 COC(=O)[C@@H](NC(=O)N(C1CCCCC1)C1CCCCC1)C(C)C
#18 O=C(c1ccc(S(=O)(=O)N2CCOCC2)cc1)N1CCc2ccccc2C1
#19 CCOC(=O)C1=C(C)NC(=O)C(C(N)=O)C12CCCCC2 (configuration not stated)
#20 COCCn1c(N2CCN(c3ccc(OC)cc3)CC2)nc2c1c(=O)[nH]c(=O)n2C
#21 CCn1cc(C(=O)NC2CCCCC2C)c(=O)c2ccc(C)nc21 (configuration not stated)
#22 CSc1nnc2c(n1)OC(c1ccc(C(=O)O)cc1)N(C(C)=O)c1ccccc1-2 (configuration not stated)
#23 OC[C@H]1NC[C@@H](O)[C@@H](O)[C@H]1O
#24 CCOCc1nnc(NC(=O)CSc2ccccc2)s1

Compound	17	18	19	20	21	22	23	24
HBB splicing	7.3%[1.84 µM]	-1.4%	0.2%[57.5 µM]	-3.2%	-0.3%[57.5 µM]	0.1%	.	-1.2%
CRE Fsk mod	?	?	-5%	?	?	-5%	1%	?
BRCT inh green	-2.0%	-1.0%	-3.9%	-0.5%	0.0%	-2.1%	-2.7%	0.6%
Hsp90 Hop PPI	3%	-1%	-2%	0%	1%	-1%	-9%	3%
HADH2 inhib	6%	-5%	6%	7%	-7%	-12%	-2%	?
15-hLO inh	4%	-8%	7%	-1%	17%	-10%	?	-8%
GFP derepression	-2%	3%	2%	-3%	0%	-2%	-1%	-2%
USP2a inh	6%	1%	-1%	2%	7%	.	.	3%
BRCT PPI red	1.0%	0.0%	1.8%	-0.3%	0.0%	-0.2%	0.2%	-1.2%
UbGFP stabilizer	6%	-3%	-3%	-6%	-2%	7%	0%	6%
Pol III holo inh	-2%	-2%	-4%	-1%	-7%	-6%	-2%	-1%

Profiles from above:
Record of `CCOC(=O)C1=C(C)NC(=O)C(C(N)=O)C12CCCCC2` (configuration not stated) = HBB splicing = 0.2%[57.5 µM]; CRE Fsk mod = -5%; BRCT inh green = -3.9%; Hsp90 Hop PPI = -2%; HADH2 inhib = 6%; 15-hLO inh = 7%; GFP derepression = 2%; USP2a inh = -1%; BRCT PPI red = 1.8%; UbGFP stabilizer = -3%; Pol III holo inh = -4%
Record of `OC[C@H]1NC[C@@H](O)[C@@H](O)[C@H]1O` = HBB splicing = .; CRE Fsk mod = 1%; BRCT inh green = -2.7%; Hsp90 Hop PPI = -9%; HADH2 inhib = -2%; 15-hLO inh = ?; GFP derepression = -1%; USP2a inh = .; BRCT PPI red = 0.2%; UbGFP stabilizer = 0%; Pol III holo inh = -2%

As entered above:
entry 20 @ UbGFP stabilizer = -6%
entry 19 @ 15-hLO inh = 7%
entry 23 @ BRCT inh green = -2.7%

(list continues)
#25 O=C1c2ccccc2C(=O)c2c(Nc3ccc4c5c(cccc35)C(=O)c3ccccc3-4)cccc21
#26 CC(C)c1ccc(C(=O)N2CCN(CCO)CC2)cc1
#27 COc1ccc(NC(=O)CSc2nnc(Cn3c(=O)sc4ccccc43)n2C)cc1OC
#28 CC(C)CCSc1nc2c(c(=O)[nH]c(=O)n2C)n1CCc1ccccc1
#29 CN(CCc1ccc(Cl)c(Cl)c1)CCN1CCCC1
#30 CN(C)CCCNc1cc(O)c2c(c1O)C(=O)c1ccccc1C2=O

Compound	25	26	27	28	29	30
HBB splicing	1.3%[9.22 µM]	-1.7%	-0.7%	0.0%[0.369 µM]	.	0.0%[9.22 µM]
CRE Fsk mod	-3%[7.6 µM]	-8%	20%	?	-17%	26%[7.6 µM]
BRCT inh green	-1.8%[15.4 µM]	-2.9%	-2.1%	-2.8%	-3.0%	-0.6%[15.4 µM]
Hsp90 Hop PPI	-6%[11 µM]	-3%	1%	-2%	5%	?
HADH2 inhib	4%[11.4 µM]	0%	0%	1%	26%	4%[11.4 µM]
15-hLO inh	0%[11.4 µM]	22%	17%	-11%	0%[25.6 µM]	3%[11.4 µM]
GFP derepression	6%[9.22 µM]	0%	0%	0%	-1%	2%[9.22 µM]
USP2a inh	.	-3%	.	8%	.	.
BRCT PPI red	0.8%[15.4 µM]	0.6%	-0.1%	-0.3%	-0.9%	?
UbGFP stabilizer	4%[9.17 µM]	1%	0%	.	-1%	-6%[9.17 µM]
Pol III holo inh	-12%[11.4 µM]	3%	3%	-6%	-6%	?

Bioassay records (PubChem)
